Tau fibril FP: qHTS for Inhibitors of Tau Fibril Formation, Fluorescence Polarization | Microtubule-associated protein tau (Homo sapiens), P10636 | K18 P301L tau heparin fibrillization, Alexa594 FP, 6 h | Potency, µM (top dose mostly 57.7 µM), for inactives: top-dose activity, negative = inhibition, hits mostly inhibitors | 280,000 tested, 0.39% active; further: nearly all actives have a fitted effect of over 55% in size
Target sequence (P10636 561-689 P618L limits assumed): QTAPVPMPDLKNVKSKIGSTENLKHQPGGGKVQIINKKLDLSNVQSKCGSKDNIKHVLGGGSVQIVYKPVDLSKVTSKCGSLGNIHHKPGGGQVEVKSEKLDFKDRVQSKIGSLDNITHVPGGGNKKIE
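FP of Alexa 594-tau after heparin (20 uM) induction. Substrate: human K18 P301L, 15 uM unlabeled, 0.24 uM labeled. Buffer 100 mM sodium acetate pH 7. 6 hr, 37 C.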
Tau fluor counter: Counterscreen qHTS for Inhibitors of Tau Fibril Formation, Fluorescence Polarization | tau K18 P301L Alexa594 fluorescence, heparin fibrillization | Potency, µM (titrated, usually from 57.7 µM), for inactives: at the top dose activity change, negative = decrease | 280,000 tested, 0.93% active | AID 1463, 2008; further: nearly all actives have a fitted effect of over 55% in size
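Human K18 P301L tau (15 uM unlabeled plus 0.24 uM Alexa 594-labeled, final) in 100 mM sodium acetate pH 7 was mixed with compound and 20 uM heparin and incubated 6 hr at 37 C.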
Tau fibril ThT: qHTS for Inhibitors of Tau Fibril Formation, Thioflavin T Binding; Microtubule-associated protein tau (Homo sapiens), P10636; Potency, µM (top dose mostly 57.4 µM), for the others: at the highest dose activity, negative = inhibition, actives largely listed as inhibitors; recombinant tau K18 P301L (four-repeat tau fragment), heparin-induced fibrillization, ThT fluorescence; 270,000 tested, 2.1% active; AID 1460, 2008; further: nearly all actives have a fitted effect of over 55% in size
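Heparin-induced fibrillization of the P301L-mutant K18 repeat-domain fragment of human tau was followed by ThT binding in quantitative high-throughput format.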
An asterisk follows results filed as active; ? = inconclusive; [ ] = remark or other dose. The call rests on the fitted dose curve; in most records, active means well fitted curve in the direction sought with a large enough effect; inconclusive means small, poorly fitted or top-dose-only effect, or another doubt; inactive means no such curve, though single readings can be large; an effect the other way counts as inactive or inconclusive. On the % scale 0 is the no-effect control and ±100 the full control effect; potency means the concentration at half of the fitted maximal effect. An excerpt. The share of hits here may be higher or lower than overall.

Molecule | Tau fibril FP | Tau fibril ThT | Tau fluor counter
Cc1ccc(CCNC(=O)c2cc3ccccn3n2)cc1 | 1% | -17% | -8%
CCN(CC)CCCNC(=O)c1c(C)oc2ncn(CC(C)C)c(=O)c12 | -10% | 2% | 1%
Cc1cccc(-n2ncc(C(=O)NCc3ccccn3)c2C2CCN(C(=O)OC(C)(C)C)CC2)c1 | -7% | -14% | -16%
CCN(CC)S(=O)(=O)c1ccc2c(c1)nc(CN(C)C(=O)Nc1cccc(Cl)c1)n2C | -4% | 2% | -6%
Cc1ccc(Cl)cc1NCc1nnc2n1CCCCC2 | -1% | 4% | 3%
COc1ccc(OC)c(C2C(C(=O)Nc3ccccc3OC)=C(C)Nc3c(C(=O)Nc4ccc(F)cc4)cnn32)c1 (stereo not drawn) | ? | -1% | ?
Fc1ccc(-c2noc3ncnc(NCCCN4CCN(c5ccccc5)CC4)c23)cc1 | 2% | -8% | -19%
COc1ccc(N2CCN(C(=O)CN3CCSc4ccccc43)CC2)cc1 | -2% | ? | -20%
Cc1ccc(C(=O)Nc2nnc(SCc3cc(=O)c4c(C)ccc(C)c4[nH]3)s2)cc1 | -12% | -5% | -18%
CC(=O)c1cc(-c2ccccc2)n(CCC(=O)Nc2ccc(C(C)C)cc2)c1C | 4% | -16% | -26%
COC(=O)c1sccc1S(=O)(=O)N(CC(=O)Nc1ccccc1)c1ccccc1 | -7% | 0% | -18%
CCc1ccccc1NC(=O)CCc1c(C)nn(-c2ccc(N3CCOCC3)nn2)c1C | 7% | -3% | 6%
Cc1ccc(-n2nnnc2CNC(=O)c2cc(C(F)(F)F)cc(C(F)(F)F)c2)cc1C | -3% | 4% | -14%
Cc1ccc(CNC(=O)CSc2ncc3c(n2)-c2cc(Cl)ccc2N(C)S3(=O)=O)cc1 | -17% | -3% | -18%
CCOC(=O)c1cc(OC(=O)c2cccc(Cl)c2)n(-c2ccccc2)n1 | 4% | -1% | 3%
CCOC(=O)c1ccc(NC(=O)CN2C(=O)c3cccnc3Sc3ccccc32)cc1 | -2% | -8% | -14%
O=C(CSc1nc2c([nH]c3ccccc32)c(=O)n1-c1ccccc1)Nc1ccc2c(c1)OCCO2 | ? | -15% | ?
Cc1nn2c(=O)cc(COC(=O)c3ccccc3NC(=O)c3ccccc3C)nc2s1 | -8% | -9% | -11%
Cc1ccc(OCC(=O)Nc2cc(-c3cccc(C)c3)nn2-c2ccccc2)cc1 | -4% | 3% | -5%
COc1ccc(CNC(=O)Cn2c(=O)nc(-c3ccccc3)c3ccccc32)cc1OC | -6% | -4% | 2%
CCOCCCNC(=O)N1CCN(S(=O)(=O)c2ccc3c(ccn3C)c2)CC1 | 0% | 2% | 4%
COc1ccc2cc(CNc3ccc(C)cc3)c(=O)n(CC(=O)Nc3ccc(C)cc3Cl)c2c1 | 11% | 0% | ?
CCOc1ccc(N2CC(NC(=O)c3ccc4c(c3)OCO4)CC2=O)cc1 (stereo not drawn) | -12% | 0% | -2%
COc1cccc(C(=O)c2cn(CC(=O)Nc3ccc4c(c3)OCCO4)c3nc(C)ccc3c2=O)c1 | 5% | ? | ?
COc1ccc(S(=O)(=O)NCC(c2ccc(N(C)C)cc2)N2CCCC2)cc1F (stereo not drawn) | 10% | 4% | 1%
COc1ccc(NC(=O)CSc2nc3ccccc3n2CC(=O)Nc2cccc(C)c2C)cc1 | -13% | -11% | -15%
CCCCc1nn2c(=O)cc(COC(=O)C(C)Oc3ccccc3)nc2s1 (stereo not drawn) | 0% | -12% | -17%
CCOc1ccc(Sc2cc(C(=O)NCc3ccc(C)cc3)c3ccccc3n2)cc1 | -5% | -2% | -17%
Cc1c(Cl)cccc1NC(=O)CN1C(=O)COc2ccc(S(=O)(=O)Nc3ccccc3)cc21 | ? | 16% | -27%
CCc1nnc(NC(=O)CSCc2cc(=O)c3ccc(C)cc3[nH]2)s1 | 4% | -9% | 1%
Cc1cccc(N2CCN(c3ncnc4onc(C)c34)CC2C)c1 (stereo not drawn) | -2% | ? | -23%
CCOc1cc(CNC(=O)c2ccccc2NC(=O)c2nsc3ccccc23)ccc1OC | ? | -6% | -29%
CN(Cc1ccccc1)C(=O)CSc1nc2ccsc2c(=O)n1-c1ccc(F)cc1 | -7% | -1% | -4%
COC(=O)CSCc1nc(-c2ccc(C(=O)OC)cc2)oc1C | 6% | -15% | -1%
COc1ccc(C)cc1NC(=O)c1nnn(CC(=O)Nc2c(C)cccc2C)c1N | -9% | -2% | -4%
COc1ccccc1CNC(=O)CSc1ncc(S(=O)(=O)c2ccc(C)c(Cl)c2)c(=O)[nH]1 | -2% | -10% | -9%
Cc1ccc2c(c1)-c1c(c(C(=O)N3CCN(c4cc(C)ccc4C)CC3)nn1C)CS2 | -1% | -15% | -6%
COc1ccc(CNC(=O)CCC2N=C3c4ccccc4N=C(SCc4ccc(F)cc4)N3C2=O)cc1 (stereo not drawn) | 13% | -14% | -6%
COc1ccc(N2CCN(C(=O)c3ccc(C)c(NC(=O)c4nsc5ccccc45)c3)CC2)cc1 | -2% | ? | ?
Cc1ccc(-c2nc(SCC(=O)NCc3ccco3)c3c(=O)n(C)c(=O)n(C)c3n2)cc1 | 0% | -1% | 4%
CCOc1ccc(CCNC(=O)c2cc(C)nc3c2c(C)nn3-c2cccc(F)c2)cc1 | -10% | -5% | -23%
CCC1CN(S(=O)(=O)c2cc(-c3onc(C)c3C)ccc2C)c2cc(Cl)ccc2O1 (stereo not drawn) | -12% | 1% | -19%
COc1ccc(Cl)cc1S(=O)(=O)Nc1cccc(-c2ccc(N3CCOCC3)nn2)c1 | -3% | 2% | -13%
COc1ccc(OC)c(NC(=O)CC2C(=O)NCCN2C(=O)C(F)(F)F)c1 (stereo not drawn) | -3% | -6% | -3%
Cc1ccccc1C(=O)Nc1ccccc1C(=O)OCc1cc(=O)n2nc(C3CC3)sc2n1 | -13% | 0% | -3%
CC(C)(C)OC(=O)N1CCC(c2c(C(=O)N3CCC(c4ccccc4)C3)cnn2-c2ccc(Cl)cc2)CC1 (stereo not drawn) | -2% | -9% | -4%
N#Cc1ccccc1NC(=O)C(=O)NCCc1csc2nc(-c3cccc(F)c3)nn12 | -11% | -4% | -11%
CCOc1ccc(CNC(=O)C2=Cc3cc(Br)ccc3OC2)cc1OC | -15% | 1% | -26%
O=C(NCc1ccc(F)cc1)c1cc(Sc2ccc(F)cc2F)nc2ccccc12 | ? | 6% | -16%
CS(=O)(=O)N1CCC(n2c(C(F)(F)F)nc3cccnc32)CC1 | 2% | 1% | -2%

New compounds follow:
Molecule | Tau fibril FP | Tau fibril ThT | Tau fluor counter
Cc1ccc(CNC(=O)Cc2c(C(=O)O)c(C)cn2C)cc1 | -1% | 2% | -5%
Cc1ccc(CN2C(=O)c3ccccc3Sc3ccc(C(=O)NCc4ccco4)cc32)cc1 | -11% | -6% | -17%
CCOc1cc(Cn2c(-c3ccc(O)c(OCC)c3)nc3ccccc32)ccc1O | -2% | ? | ?
COc1cccc(NC(=O)c2cnc(SCC(=O)N3CCOCC3)n(C)c2=O)c1 | 1% | ? | -12%
Cc1cc(C)cc(-n2c(SCC(=O)N3CCCCC3)nc3c([nH]c4ccccc43)c2=O)c1 | -4% | -1% | -5%
Cc1ccc(C(=O)NCc2ccc3c(c2)CCN3C(=O)c2ccc(C)cc2)cc1 | -5% | -2% | -11%
CCCNC(=O)C(C)n1nc(C)c2c(C)n(-c3ccccc3)nc2c1=O (stereo not drawn) | -2% | 13% | 8%
COC(=O)c1cc2sccc2n1Cc1ccc(F)cc1 | ? | ? | ?
CCc1nn2c(=O)cc(COC(=O)c3ccc(NC(=O)c4cccs4)cc3)nc2s1 | 6% | 6% | 11%
Cc1nc2ccn(Cc3cccnc3)c(=O)c2cc1C(=O)Nc1ccc(OC(F)(F)F)cc1 | -3% | 5% | -9%
COc1ccc(N2CC(NC(=O)COc3cccc(C)c3)CC2=O)cc1OC (stereo not drawn) | -14% | -3% | -1%
O=C1CS(=O)(=O)C2(C(=O)Nc3ccccc32)N1c1cccc(Cl)c1 (stereo not drawn) | -7% | -9% | -2%
O=c1ccc2cc(S(=O)(=O)Nc3ccc(F)c(Cl)c3)ccc2[nH]1 | -15% | 4% | -8%
CC(=O)c1cccc(NS(=O)(=O)c2ccc3[nH]c4c(c3c2)CCCCCC4)c1 | 5% | -7% | 14µM*[quencher]
CCOCCc1nn2c(=O)cc(COC(=O)c3ccc(NC(=O)c4cccs4)cc3)nc2s1 | -1% | 16% | 15%
O=C(COc1ccc(F)cc1)OCc1cc(=O)n2nc(-c3cccs3)sc2n1 | -2% | ? | -7%
Cc1ccc(-c2nc(CNC(=O)Nc3ccccc3)c(C)o2)cc1 | -7% | -1% | -16%
Cc1ccc(Cl)cc1N1CCN(C(=O)C2CCN(S(=O)(=O)c3cn(C)cn3)CC2)CC1 | 5% | 3% | -2%
Cc1ccc(/C=C/c2onc(C)c2S(=O)(=O)N2CCC(C(=O)Nc3cc(C)ccc3C)CC2)cc1 | ? | 6% | -6%
COc1ccc(-n2c(SCC(=O)N3CCc4ccccc43)nc3c([nH]c4ccccc43)c2=O)cc1 | -8% | -2% | -15%
COc1ccc(NC(=O)CCc2c(C)nn(-c3ccc(N4CCOCC4)nn3)c2C)cc1Cl | -3% | ? | -6%
CNC(=O)c1cccc(-n2c(C)nc3cccnc32)c1C | -5% | 10% | 6%
CCCOc1ccc(OC(=O)c2c(-c3ccccc3Cl)noc2C)cc1 | ? | -12% | -14%
CCn1ccc2cc(S(=O)(=O)N3CCCN(C(=O)Nc4ccccc4OC)CC3)ccc21 | 0% | -5% | -9%
CC(=O)N1CCCc2ccc(NS(=O)(=O)c3cccc(Cl)c3)cc21 | 4% | 2% | -6%

Arranged by count of non-hydrogen atoms (highest first): some entries from above.
Molecule | Tau fibril FP | Tau fibril ThT | Tau fluor counter
Cc1ccc(/C=C/c2onc(C)c2S(=O)(=O)N2CCC(C(=O)Nc3cc(C)ccc3C)CC2)cc1 | ? | 6% | -6%
CCOCCc1nn2c(=O)cc(COC(=O)c3ccc(NC(=O)c4cccs4)cc3)nc2s1 | -1% | 16% | 15%
Cc1ccc(Cl)cc1N1CCN(C(=O)C2CCN(S(=O)(=O)c3cn(C)cn3)CC2)CC1 | 5% | 3% | -2%
CCc1nn2c(=O)cc(COC(=O)c3ccc(NC(=O)c4cccs4)cc3)nc2s1 | 6% | 6% | 11%
COc1cccc(NC(=O)c2cnc(SCC(=O)N3CCOCC3)n(C)c2=O)c1 | 1% | ? | -12%
COc1ccc(N2CC(NC(=O)COc3cccc(C)c3)CC2=O)cc1OC (stereo not drawn) | -14% | -3% | -1%
CCCOc1ccc(OC(=O)c2c(-c3ccccc3Cl)noc2C)cc1 | ? | -12% | -14%
CC(=O)N1CCCc2ccc(NS(=O)(=O)c3cccc(Cl)c3)cc21 | 4% | 2% | -6%
O=c1ccc2cc(S(=O)(=O)Nc3ccc(F)c(Cl)c3)ccc2[nH]1 | -15% | 4% | -8%
CNC(=O)c1cccc(-n2c(C)nc3cccnc32)c1C | -5% | 10% | 6%
COC(=O)c1cc2sccc2n1Cc1ccc(F)cc1 | ? | ? | ?

More results
Molecule | Tau fibril FP | Tau fibril ThT | Tau fluor counter
O=C(C1CCC(Cn2c(=O)c3sccc3n(Cc3cccc(F)c3)c2=O)CC1)N1CCCCC1 (stereo not drawn) | 9% | -4% | 4%
Cc1cccc(-n2ncc3c(N4CCN(CCO)CC4)ncnc32)c1 | -5% | -12% | -6%
CCOC(=O)c1c(C)[nH]c(C)c1S(=O)(=O)N1CCC(C(=O)NCc2ccccc2Cl)CC1 | -7% | 4% | -2%
CC(C)CCNC(=O)c1ccc2c(c1)NC(=O)C(CS(=O)(=O)Cc1cccc(Br)c1)N2 (stereo not drawn) | -13% | ? | -22%
CCCCN(C)CCNC(=O)c1c(C)oc2ncnc(N3CCOCC3)c12 | 6% | 0% | -3%
Cc1cccc(OCCCSc2nc(-c3ccc(C(C)(C)C)cc3)nc3cc(=O)[nH]n23)c1C | 1% | 1% | 12%
CCOc1ccccc1NC(=O)CSc1nccn1-c1ccc(Cl)cc1 | -15% | ? | -24%
COc1ccccc1NC(=O)c1cc(C2CC2)nc2c1c(C)nn2-c1ccc(C)cc1 | ? | -2% | -18%
